D2 potentiator: positive allosteric modulators of human D2 dopamine receptor; potentiation, % at 10 µM; 340,000 compounds, 0.34% hits; HEK293 T-REx D2, calcium flux, EC20 dopamine potentiation; AID 485347;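 active = potentiation over 3 SD above the plate norm, cut at about 30% in these data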; note: 0% is about no effect
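Tetracycline-induced Hek293 Trex D2 cells, force-coupled to calcium, loaded with no-wash calcium dye. Compound added with 180 s kinetic read for agonism, then EC20 dopamine and a further 180 s read for potentiation.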
D2 antagonist: D2 dopamine receptor (human) antagonism; inhibition, % at 10 µM; AID 485344; 340,000 compounds, 2% hits; HEK293 TREx D2 cells, calcium flux, dopamine EC80; in the data active = inhibition above about 30%; note: 0% is about no effect
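Inhibition of EC80 dopamine-driven calcium flux, recorded kinetically, defines activity here; cells are a tetracycline-induced HEK293 T-REx line expressing force-coupled D2.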
D1 antag: blocks dopamine activation of the human D1 receptor. HEK293 TREx D1 cells, calcium flux, dopamine EC80; stronger effect = lower value. AID 504652. 360,000 compounds, 3.2% hits. activity change, negative = inhibition, % at 10 µM. P21728; in the data active = activity change below about -30%; note: % is set by controls: 0 for no effect and ±100 for the full control effect
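Allosteric or orthosteric antagonism assessed as attenuation of the calcium response to EC80 dopamine, added 180 s after compound, in induced HEK293 Trex D1 cells loaded with no-wash calcium dye.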
D1 agonist: activates the human D1 dopamine receptor | P21728 | HEK293 T-REx D1 cells, calcium flux, agonist mode | activation, % at 2 µM | 360,000 compounds, 1% hits; note: 0% is about no effect
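Tetracycline-induced HEK293 TREx D1 cells, force-coupled to calcium signalling, were dye-loaded with a no-wash calcium kit. Compound was pin-added after a 10 s baseline. Fluorescence was read kinetically at 1 cycle/s for 180 s, with calcium rises flagged as agonism.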
RXFP1 antag: RXFP1 (human) relaxin receptor antagonism | 350,000 compounds, 0.59% hits | AID 1259400 | activity change, negative = inhibition, % at 57.5 µM | HEK293-RXFP1, relaxin-stimulated cAMP HTRF, 30 min; stronger effect = lower value | Q9HBX9;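 active = activity change of -60% or lower, but not beyond a set lower limit; inconclusive = change between -60% and -40%, or beyond the set limit; inactive = change above -40%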; note: % is set by controls: 0 for no effect and ±100 for the full control effect
Target sequence (Q9HBX9 whole entry, looked up): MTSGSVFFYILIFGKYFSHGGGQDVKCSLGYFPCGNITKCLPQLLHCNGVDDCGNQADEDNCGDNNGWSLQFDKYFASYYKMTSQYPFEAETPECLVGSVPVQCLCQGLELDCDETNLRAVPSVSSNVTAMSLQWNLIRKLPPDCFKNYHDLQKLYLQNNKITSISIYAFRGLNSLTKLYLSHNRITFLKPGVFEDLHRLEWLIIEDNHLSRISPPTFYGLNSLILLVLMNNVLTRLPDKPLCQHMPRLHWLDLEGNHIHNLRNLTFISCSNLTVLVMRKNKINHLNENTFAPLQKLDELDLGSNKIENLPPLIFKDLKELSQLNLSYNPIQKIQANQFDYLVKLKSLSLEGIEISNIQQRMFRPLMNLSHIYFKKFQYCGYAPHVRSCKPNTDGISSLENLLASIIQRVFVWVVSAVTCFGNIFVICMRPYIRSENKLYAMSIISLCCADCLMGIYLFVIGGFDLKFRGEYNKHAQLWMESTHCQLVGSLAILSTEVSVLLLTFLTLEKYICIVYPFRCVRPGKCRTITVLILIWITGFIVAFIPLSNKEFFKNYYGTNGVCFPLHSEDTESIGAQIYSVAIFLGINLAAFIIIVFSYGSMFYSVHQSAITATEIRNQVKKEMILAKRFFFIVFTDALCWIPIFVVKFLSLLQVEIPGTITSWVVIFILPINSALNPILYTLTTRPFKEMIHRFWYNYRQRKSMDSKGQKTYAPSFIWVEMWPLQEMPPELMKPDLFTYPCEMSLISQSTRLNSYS
D2 ag: D2 dopamine receptor (human) agonism; HEK293 T-REx D2 cells, calcium flux agonist mode; activation, % at 2 µM; 340,000 compounds, 0.53% hits; AID 485358;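 active = activation over 3 SD above normal in the single-dose calcium agonist read, cut at about 30% in these data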; note: 0% is about no effect
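In this primary screen, compounds producing a positive calcium signal within 180 s of addition to tetracycline-induced, force-coupled HEK293 Trex D2 cells are flagged; cells are dye-loaded with a no-wash calcium kit beforehand.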
D1 PAM: potentiators of human D1 dopamine receptor; P21728; HEK293 TREx D1 cells, calcium flux, dopamine EC20 potentiation; potentiation, % at 10 µM; 360,000 compounds, 0.036% hits; AID 504651; in the data active = potentiation above about 30%; note: 0% is about no effect
TRHR ag: TRH receptor (human) agonism. activation, % at 2 µM. P34981. 360,000 compounds, 0.18% hits. TRHR cells, calcium flux fluo-8, FDSS agonist mode. AID 493084; note: 0% is about no effect
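Steps: seed TRHR cells overnight; add fluo-8 no-wash Ca dye, RT 30 min–1.5 h; record 10 s baseline; pin-transfer compounds; monitor fluorescence 1 cycle/s for the agonist window. Calcium increases flag candidate agonists.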
TRHR enhancer: allosteric enhancers of human TRH receptor; enhancement, % at 2 µM; TRHR cells, fluo-8 calcium fluorescence, EC20 TRH enhancement; 360,000 compounds, 0.66% hits; in the data active = enhancement above about 30%; note: 0% is about no effect
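Enhancer read-out: after compound pinning and an initial kinetic agonist-mode read, an EC20 of TRH (10 nM final) was injected and fluo-8 calcium signal (Ex 480/Em 530) followed at 1 s/cycle for 100 cycles in TRHR-expressing cells.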
Starred values were filed as active, the others as inactive; ? = inconclusive; nt = no result given. Cut-off read from the data, not from the text of the source, unless noted: active = activation above about 30%; inactive = the rest. The order is random. About 7.3% of those tested had a hit in this group.

no.	SMILES	D2 potentiator	D2 antagonist	D1 antag	D1 agonist	RXFP1 antag
1	C=CCn1c(SCC(=O)N(C)c2c(N)n(Cc3ccccc3)c(=O)[nH]c2=O)nnc1-c1ccccc1OC	-2	-15	25	4	-15
2	COC(=O)c1sc2cccc(F)c2c1S(=O)(=O)N1CCN(c2ccccc2OC)CC1	6	nt	-18	2	-30
3	CC(C)(C)c1ccc(-n2nc(C#N)c(Cl)cc2=O)cc1	2	12	-41*	1	?
4	COc1cc(C)c(NC(=O)C(=S)NCCc2ccccc2)cc1C	9	-11	2	1	-12
5	Cc1cc(C)nc(NC(=O)c2c(-c3ccccc3Cl)noc2C)n1	-8	1	1	3	9
6	Cc1ccc(S(=O)(=O)N2CCOCC2)cc1NC(=O)CN1CCN(C)CC1	3	-15	5	8	-3
7	Cc1ccc(NC(=O)c2cc3ccccc3o2)nc1	-17	8	3	0	-37
8	COc1ccccc1S(=O)(=O)Cc1ccc(C(=O)NCCCN2CCN(c3ccc(F)cc3)CC2)o1	-16	-12	-62*	1	32
9	COc1ccc(/C=C/C(=O)Nc2ccc3nc(N4CCCCC4)cc(C)c3c2)cc1OC	-3	nt	5	0	-17
10	CCCSCCCNC(=O)c1ccc(NC(=O)C2=CSCCO2)cc1	0	0	-5	0	1
11	COc1cc(C(=O)NCC(C)C)c([N+](=O)[O-])cc1OC	5	-7	-10	0	10
12	Cc1ccc(/C=N/N2CCN(Cc3ccccc3)CC2)s1	1	4	9	-1	-6

no.	D2 ag	D1 PAM	TRHR ag	TRHR enhancer
1	1.8	11	0.0	-4
2	2.1	-3	-0.3	-4
3	1.4	-5	1.9	-20
4	5.4	7	0.7	4
5	-0.1	1	0.5	1
6	1.2	nt	0.6	1
7	1.4	3	-0.5	2
8	1.7	-23	-0.2	-1
9	-0.4	0	0.1	-4
10	0.5	-8	-0.5	21
11	-0.2	-2	-0.2	-4
12	0.8	-3	0.9	-9

D1 antag, what is marked active above.
item	Structure	D2 potentiator	D2 antagonist	D1 antag	D1 agonist	RXFP1 antag	D1 PAM	TRHR enhancer
3	CC(C)(C)c1ccc(-n2nc(C#N)c(Cl)cc2=O)cc1	2	12	-41*	1	?	-5	-20
8	COc1ccccc1S(=O)(=O)Cc1ccc(C(=O)NCCCN2CCN(c3ccc(F)cc3)CC2)o1	-16	-12	-62*	1	32	-23	-1

Additional results.
no.	SMILES	D2 potentiator	D2 antagonist	D1 antag	D1 agonist	RXFP1 antag
13	O=c1c(-c2ccc(F)cc2)coc2cc(O)ccc12	-4	3	-6	4	-6
14	Cc1cc2ccccc2n2c(SCC(=O)Nc3ccc(S(=O)(=O)N4CCCCC4)cc3)nnc12	-2	-2	1	5	0
15	CCc1nc2n[nH]c(N)c2c2c1CSC(C)(C)C2	-5	13	-11	0	-2
16	COCC1=C(C(=O)OC)C(c2ccco2)n2ncnc2N1 (stereo unspecified)	-3	-13	3	1	4
17	C[C@]12C(=O)N(c3ccc(Br)cc3)C(=O)N1[C@@H]1c3ccccc3OC[C@@H]1[C@H]2c1ccccc1	1	10	5	8	nt
18	COc1ccc(C(=O)NCC(=O)OCC(=O)N2N=C(c3ccc(Cl)cc3)CC2c2ccco2)cc1OC (stereo unspecified)	-9	7	-5	2	-3
19	CN(CCO)C(=O)C(c1ccccc1)c1ccccc1	-9	11	-10	4	-1
20	CCCOc1cccc(C(=O)NCCNC(=O)c2ccco2)c1	11	57*	3	0	12
21	C/C(Cn1nnc2ccccc21)=N\OC(=O)c1cc(F)c(F)cc1Cl	-5	-2	2	5	-6
22	CN(Cc1cccs1)C(=O)Cc1csc(-c2ccccc2)n1	0	15	6	3	1
23	COc1ccc(NC(=O)CN2C(=O)NC3(CCCCC3C)C2=O)cc1OC (stereo unspecified)	2	4	-9	3	3
24	COCc1nnc(NC(=O)CS(=O)(=O)c2ccc(C)cc2)s1	-2	-1	3	3	-3

no.	D2 ag	D1 PAM	TRHR ag	TRHR enhancer
13	0.0	-1	0.0	9
14	0.9	-8	0.0	3
15	0.7	-10	0.2	1
16	-3.1	0	-0.9	1
17	-0.9	3	1.7	4
18	1.7	2	0.2	-6
19	0.1	-4	-0.1	-2
20	-0.8	-3	-0.4	-4
21	-0.7	1	-0.3	13
22	-0.1	-4	-0.4	0
23	0.0	-5	3.1	-3
24	0.1	-1	0.9	3

An excerpt from above, showing only D1 antag, D2 antagonist and D2 potentiator.
item | mol | D1 antag | D2 antagonist | D2 potentiator
21 | C/C(Cn1nnc2ccccc21)=N\OC(=O)c1cc(F)c(F)cc1Cl | 2 | -2 | -5
14 | Cc1cc2ccccc2n2c(SCC(=O)Nc3ccc(S(=O)(=O)N4CCCCC4)cc3)nnc12 | 1 | -2 | -2
20 | CCCOc1cccc(C(=O)NCCNC(=O)c2ccco2)c1 | 3 | 57* | 11
15 | CCc1nc2n[nH]c(N)c2c2c1CSC(C)(C)C2 | -11 | 13 | -5
19 | CN(CCO)C(=O)C(c1ccccc1)c1ccccc1 | -10 | 11 | -9
17 | C[C@]12C(=O)N(c3ccc(Br)cc3)C(=O)N1[C@@H]1c3ccccc3OC[C@@H]1[C@H]2c1ccccc1 | 5 | 10 | 1
24 | COCc1nnc(NC(=O)CS(=O)(=O)c2ccc(C)cc2)s1 | 3 | -1 | -2

(more compounds)
no.	SMILES	D2 potentiator	D2 antagonist	D1 antag	D1 agonist	RXFP1 antag
25	Cc1oc2cc(O)ccc2c(=O)c1-c1cnn(-c2ccccc2)c1	6	7	3	3	-7
26	CC1Cc2ccccc2N1C(=O)CN1C(=O)CN(C)C(=O)c2ccccc21 (stereo unspecified)	16	3	11	5	10
27	COc1ccc(CC(=O)Nc2cccc3c2CCCC3)cc1	-4	-17	-22	4	8
28	CCOC(=O)C1CCN(CC(O)COc2ccc(S(=O)(=O)N3CCCC3)cc2[N+](=O)[O-])CC1 (stereo unspecified)	-23	12	-4	6	-15
29	N#Cc1ccccc1Cn1c(=O)n(-c2ccccc2)c(=O)c2c3c(sc21)CCC3	nt	nt	-2	-1	-1
30	CCN(c1cccc(C)c1)S(=O)(=O)c1nnc(NC(=O)C2CCCCC2)s1	3	nt	-3	7	-9
31	CCc1ccc(NC(=O)CSc2nc(=O)n(CCCN(C)C)c3c2CCC3)cc1	-13	15	-3	1	2
32	COc1ccc(S(=O)(=O)N(C)CC(=O)NC2CCCCC2)cc1OC	-1	-2	-2	1	-10
33	[O-][n+]1c2c(nn1-c1ccccc1)/C(=N/O)CCC2	3	-8	3	0	-2
34	CN(C)c1cccc(C(=O)NNC(=O)CSc2ccccc2)c1	10	-5	-8	2	20
35	COc1cccc(CSc2nc3ccccc3[nH]2)c1	-1	4	-28	4	-5
36	O=C(O)CSc1nnc(-c2ccncc2)n1C1CCCCC1	-2	13	5	0	1

no.	D2 ag	D1 PAM	TRHR ag	TRHR enhancer
25	-0.1	-2	0.7	6
26	0.7	1	0.5	1
27	8.1	-5	0.0	-3
28	36*	-4	-0.4	-14
29	-0.1	3	-0.7	-14
30	1.8	7	0.2	8
31	-0.8	-4	-0.1	3
32	0.0	-4	0.4	-9
33	0.8	-6	0.1	-9
34	-0.1	6	-1.0	1
35	-0.7	2	-0.7	-5
36	0.6	-4	0.8	0

Later entries
no.	SMILES	D2 potentiator	D2 antagonist	D1 antag	D1 agonist	RXFP1 antag
37	CCCn1nnnc1NCc1cccn1C	9	11	1	5	-3
38	N#Cc1cnn(-c2cccc(Cl)c2)c1N	16	-18	-6	6	8
39	CCOc1ccc(NC(=O)NNC(=O)c2cccnc2)cc1	-3	-6	12	6	2
40	Cn1cccc1-c1nc2ccc(NC(=O)c3cccs3)cc2[nH]1	nt	-13	-17	2	-12
41	CSc1ccc(C(=O)C2CCCN(C(=O)c3cccnc3SC)C2)cc1 (stereo unspecified)	-11	11	-32*	10	0
42	Cc1cccc(-c2oc3ccc(-c4ccc5c(c4)OCO5)cc3c2C(=O)OCc2ccc(O)cc2)c1	-8	-17	-1	6	nt
43	Nc1nccc(-c2cc(-c3ccc(Cl)cc3Cl)no2)n1	11	15	-16	-1	-19
44	CCN(C(=O)CSc1nnc(Nc2cccc(C)c2C)s1)C1CCS(=O)(=O)C1 (stereo unspecified)	11	9	1	1	1
45	COc1ccccc1-n1c(SCC(=O)Nc2cccc3ccccc23)nc(O)cc1=O	-3	-10	11	1	-20
46	Cc1ccc(C)c(N2CCN(S(=O)(=O)c3ccc4c(c3)oc(=O)n4C)CC2)c1	-4	-17	-9	2	22
47	COc1cc([N+](=O)[O-])ccc1NC(=O)CSc1n[nH]c(C(C)C)n1	12	5	-18	3	-5
48	Cc1ccc2nc(SCC(=O)N3CCCC3)nc(=O)n2c1	-4	1	2	4	11
49	Cn1cc(-c2ccccc2C(=O)O)c(=O)c2cc(Cl)ccc21	-4	-11	-17	0	2
50	CCCCCc1c(C)nc(SCC(=O)O)[nH]c1=O	-7	17	-8	1	-1

no.	D2 ag	D1 PAM	TRHR ag	TRHR enhancer
37	0.3	-5	-0.1	1
38	0.3	2	0.0	-2
39	-0.6	-3	0.6	1
40	1.2	-5	0.1	2
41	0.5	2	1.5	-14
42	1.2	-2	4.0	0
43	-0.8	-3	-2.6	0
44	-0.2	-5	0.1	2
45	0.1	3	1.1	-3
46	0.2	-7	-0.5	9
47	1.7	0	-0.7	4
48	0.9	0	0.0	7
49	0.1	-13	0.2	-2
50	0.8	-6	0.7	3

Source: PubChem (National Center for Advancing Translational Sciences (NCATS))
